GPR55 beta-arrestin – selective activators of receptor GPR55 – imaging, U2OS cells, beta-arrestin-GFP redistribution, primary screen (AID 1961); U2OS GPR55 beta-arrestin-GFP redistribution imaging; higher % means a stronger effect; activation, % at 10 µM; hits with a dose series show EC50 in µM; hit rate 0.048% among 290,000;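 active means activation above 40% with more than 50 cells counted in the well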;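 further: U2OS osteosarcoma cells stably expressing GPR55 and beta-arrestin-GFP; plate controls were DMSO negative control for no effect and LPI positive control for full effect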
NOD2 inhibition – inhibition of NOD2-driven NF-kB reporter – cell-based, luminescence, uHTS, HEK293 (AID 1566); HEK293 NOD2/NF-kB luciferase reporter, luminescence; higher % means a stronger effect; one-dose inhibition, % at 4 µM; EC50 in µM for titrated hits; hit rate 0.63% among 290,000; further: many of its hits are not listed in these tables
NOD1 inhibition – NOD1 signaling inhibitors, primary screen, cell-based, luminescence, uHTS (AID 1578); NOD1-driven NF-kB luciferase reporter cells, luminescence; higher % means a stronger effect; inhibition, % at 4 µM; hits with a dose series show EC50 in µM; hit rate 1% among 290,000; in the data active means inhibition mostly above about 36%, no sharp cut-off; inactive means mostly below about 34%;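 further: HEK-293T reporter cells stimulated with the NOD1 agonist gamma-tri-DAP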
KOR beta-arrestin-1 – kappa opioid receptor blockers – cell-based, luminescence, uHTS (AID 1778); KOR beta-arrestin recruitment, luminescence, antagonist mode; higher % means a stronger effect; inhibition, % at 10 µM; hits with a dose series show IC50 in µM; hit rate 0.091% among 290,000; further: strong numbers were not always called active
Yfh1-off respiration – mitochondrial function rescue without frataxin homolog – Friedreich's ataxia, plus single-dose screen, dose response (AID 1465); S. cerevisiae Yfh1-off respiration, WST-1 reduction, 72 h; higher fold induction means a stronger effect; fold induction at 50 µM; hits with a dose series show EC50 in µM; hit rate 0.074% among 220,000;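 active means fold induction of absorbance versus untreated yeast above a set limit, then at least 30% activation at any dose in follow-up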;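 further: activators that raise dye reduction in frataxin-depleted yeast; strong numbers were not always called active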
NTR1 ag – agonists of NTR1, primary screen, imaging, U2OS cells, beta-arrestin-GFP, high content (AID 493036); P30989; NTR1-U2OS beta-arrestin-GFP spot imaging, agonist mode; activation, % at 20 µM; hit rate 0.17% among 330,000;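 active means activation at or above 40% of the spot to cytoplasm intensity ratio, with at least 20 cells analyzed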;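 further: 0% = DMSO without peptide and 100% = 100 nM NTR1 peptide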
Target sequence (P30989 whole entry, looked up): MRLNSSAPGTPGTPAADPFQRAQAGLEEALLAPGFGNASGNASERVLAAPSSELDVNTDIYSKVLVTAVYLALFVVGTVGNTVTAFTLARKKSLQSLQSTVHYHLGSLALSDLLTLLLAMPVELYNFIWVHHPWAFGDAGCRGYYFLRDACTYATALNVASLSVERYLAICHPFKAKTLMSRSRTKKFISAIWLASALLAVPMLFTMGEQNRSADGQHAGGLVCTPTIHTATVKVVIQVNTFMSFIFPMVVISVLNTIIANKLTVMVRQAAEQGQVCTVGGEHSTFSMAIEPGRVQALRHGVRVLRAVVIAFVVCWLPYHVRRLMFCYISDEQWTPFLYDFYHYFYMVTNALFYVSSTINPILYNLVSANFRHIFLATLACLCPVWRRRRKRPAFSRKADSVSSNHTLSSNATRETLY
TNAP activators – human TNAP enzyme activators, primary screen, biochemical, luminescent, no phosphate acceptor, uHTS (AID 1001). one-dose activation fold at 20 µM; EC50 in µM for titrated hits. hit rate 0.03% among 200,000. purified TNAP, luminescent activation assay, no phosphate acceptor; higher activation fold means a stronger effect; in the data active means activation fold from about 3, or a potency from the dose series; inactive means the rest, 99 in 100 with activation fold below about 1.6; further: many of its hits are not listed in these tables
KOR beta-arrestin-2 – KOR agonists, beta-arrestin recruitment, primary screen, cell-based, luminescence, uHTS (AID 1777). hit rate 0.02% among 280,000. KOR beta-arrestin recruitment, luminescence; higher % means a stronger effect. activation, % at 10 µM; hits with a dose series show EC50 in µM; in the data active means activation above about 50%, passing the limit was not always enough; further: a part of the inactive calls stands beside numbers as strong as those of hits
ER stress rescue – protection against thapsigargin-triggered cell killing – 384-well, CSM14.1, ATP luminescence, primary screen (AID 1222). CSM14.1 thapsigargin-induced death rescue, ATP luminescence; higher % means a stronger effect. cellular ATP content (survival), % at 20 µM, or EC50 in µM where a hit was titrated. 190,000 tested, under 10 active;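 active means EC50 below 50 µM in the dose-response confirmation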;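 further: death triggered by thapsigargin at about 15 µM added after 2 h compound pretreatment; cell ATP read after overnight thapsigargin exposure of roughly 18 to 22 hours; normalized against plate controls of thapsigargin alone and 5% DMSO vehicle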
NTR1 ag cell count 20 µM – also measured in NTR1 ag; calls as there; cell count; measured here: cell count, cytotoxicity flag
An asterisk follows results filed as active; i = inactive; · = not tested or not shown; [ ] = another dose, or the depositor's remark. Unless noted, no stated cut-off is given here; in the data, active means inhibition above about 50%; inactive means the rest. An excerpt; the hit share may differ from the screen's.

SMILES	GPR55 beta-arrestin	NOD2 inhibition	NOD1 inhibition	KOR beta-arrestin-1	Yfh1-off respiration	NTR1 ag	NTR1 ag cell count 20 µM	TNAP activators	KOR beta-arrestin-2	ER stress rescue
COc1ccc(-c2noc(CN3CCN(C(=O)c4cccs4)CC3)n2)c(OC)c1OC	0.3%	5%	-21%	-2%	·	1.3	62	·	-2.3%	·
COC(=O)c1c(-c2ccc(F)cc2)csc1NC(=O)c1ccco1	-0.2%	-55%	-18%	6%	i	3.5	59	1	2.7%	-3.8%
CC(C)N(C(=O)Cn1c(Cl)nc2ccccc21)C(C)C	-0.1%	-18%	-51%	·	i	0.8	54	1.1	·	-0.7%
COCC(=O)Oc1c(Sc2ccccc2[N+](=O)[O-])c(C)nn1C(C)(C)C	-0.5%	-15%	-34%	-7%	i	-0.9	74	1.1	-1.2%	-0.9%
CCCCN(C(=O)CSc1nnc(-c2ccccc2)n1C)c1c(N)n(Cc2ccccc2)c(=O)[nH]c1=O	-0.2%	-6%	-32%	-29%	i	-2.2	63	1.2	0.2%	-0.3%
C/C(=N\N1CCN(c2ccccc2)CC1)c1ccccc1O	-0.1%	13%	-16%	21%	·	-0.8	49	·	-1.7%	·
Cc1nn(-c2ccccc2)c(C)c1/C=N/NC(=O)c1ccccc1NS(=O)(=O)c1cccs1	0.1%	6%	-6%	20%	i	1.6	70	1	1.5%	-2.9%
Nc1nc2c3ccccc3nc(Cc3ccccc3)n2n1	-0.3%	6%	-18%	20%	i	-1.1	53	1.1	0.0%	-3.3%
CCN1CCN(C(=S)NC(CC(=O)c2ccccc2)c2ccccc2)CC1 (configuration not stated)	-0.2%	21%	-6%	12%	i	-0.5	52	·	4.4%	·
COc1cc(/C=C2/SC(=S)N(c3c(C)n(C)n(-c4ccccc4)c3=O)C2=O)ccc1O	0.5%	23%	3%	13µM*	i	0.6	26	0.6	·	1.4%
O=C(Cc1ccccc1)NCC(=O)OCC(=O)c1cccc([N+](=O)[O-])c1	0.0%	-1%	0%	-25%	i	2.7	64	1.2	-1.3%	-1.2%
CCOc1cccc(C(=O)NC2CCCCC2)c1	-0.1%	-38%	-32%	-11%	i	-0.4	36	1.1	-0.8%	-1.0%
CN1CCN(C(=O)C2=C[C@@H](c3ccc(C(F)(F)F)cc3)C[C@@H](OCc3ccc(CO)cc3)O2)CC1	0.2%	11%	-23%	4%	i	2.6	91	1	-2.4%	-1.4%
COc1ccc(S(=O)(=O)N2CCCC2=O)cc1N(C)S(C)(=O)=O	0.2%	7%	-30%	-27%[20 µM]	·	1.6	65	·	1.1%	·
CC(CN1CCCC(C(N)=O)C1)c1ccccc1 (configuration not stated)	0.6%	3%	-24%	8%	i	-1.3	64	1.1	-2.6%	-3.2%
Cc1ccc(S(=O)(=O)N2CCN(C(=O)CSc3nnc(C)c(=O)[nH]3)CC2)cc1	-0.1%	5%	-11%	2%	·	-1.8	62	1.2	5.5%	0.3%
O=C(Nc1ccccc1)c1ccccc1OCC(O)CN1C(=O)c2ccccc2S1(=O)=O (configuration not stated)	0.1%	4%	-24%	-8%	i	5.8	61	1.1	-7.5%	0.3%
O=C(CN1CCN(S(=O)(=O)c2ccccc2)CC1)Nc1ccc2c(c1)OCO2	-0.2%	-1%	-36%	-17%	i	-0.5	71	1	-0.9%	-3.2%
NC(=NCCc1ccccc1)NS(=O)(=O)c1ccc2ccccc2c1	0.2%	8%	-19%	-44%	i	-2.2	54	1	6.2%	-1.6%
Cc1ccc2cc3c(nc2c1)N(c1ccccc1)CC3	0.2%	-4%	-21%	-20%[20 µM]	i	2.9	52	1.1	-2.9%	0.4%

Given bar-delimited: entries from further up
molecule | GPR55 beta-arrestin | NOD2 inhibition | NOD1 inhibition | KOR beta-arrestin-1 | Yfh1-off respiration | NTR1 ag | NTR1 ag cell count 20 µM | TNAP activators | KOR beta-arrestin-2 | ER stress rescue
CCOc1cccc(C(=O)NC2CCCCC2)c1 | -0.1% | -38% | -32% | -11% | i | -0.4 | 36 | 1.1 | -0.8% | -1.0%
CC(CN1CCCC(C(N)=O)C1)c1ccccc1 (configuration not stated) | 0.6% | 3% | -24% | 8% | i | -1.3 | 64 | 1.1 | -2.6% | -3.2%
COc1ccc(S(=O)(=O)N2CCCC2=O)cc1N(C)S(C)(=O)=O | 0.2% | 7% | -30% | -27%[20 µM] | · | 1.6 | 65 | · | 1.1% | ·
Cc1ccc(S(=O)(=O)N2CCN(C(=O)CSc3nnc(C)c(=O)[nH]3)CC2)cc1 | -0.1% | 5% | -11% | 2% | · | -1.8 | 62 | 1.2 | 5.5% | 0.3%

Continuation:
SMILES	GPR55 beta-arrestin	NOD2 inhibition	NOD1 inhibition	KOR beta-arrestin-1	Yfh1-off respiration	NTR1 ag	NTR1 ag cell count 20 µM	TNAP activators	KOR beta-arrestin-2	ER stress rescue
O=C(O)c1cccc(S(=O)(=O)Nc2ccc(S(=O)(=O)N3CCOCC3)cc2)c1	0.5%	-5%	-28%	8%	i	-0.3	48	1.1	-7.1%	0.7%
O=C(CN1C(=O)NC(Cc2c[nH]c3ccccc23)C1=O)Nc1cccc(S(=O)(=O)N2CCCC2)c1 (configuration not stated)	0.2%	-18%	10%	17%	i	0.0	58	1.1	-1.1%	0.2%
CCOCCCNC(=O)c1cc2c(-c3ccc(Cl)cc3)nn(C)c2s1	-0.2%	18%	-15%	-10%	i	9.5	58	1.2	-5.6%	-0.3%
COc1ccc(CN2C(=O)N(c3ccc(OC)cc3)C(=O)C2CC(=O)Nc2ccccc2)cc1 (configuration not stated)	0.1%	11%	-20%	7%	i	-2.5	67	1.1	-6.9%	0.2%
CCOc1cccc(C(=O)Nc2ccncc2)c1	-0.1%	11%	-13%	-13%	i	0.0	55	1	0.5%	1.7%
CO/N=C(\C)c1ncc(C(F)(F)F)cc1N1CCOCC1	0.2%	-3%	5%	-33%	i	4.3	63	1.1	-1.6%	-1.2%
CN(CC1CCOCC1)C(=O)CC1C(=O)NCCN1Cc1ccc(Cl)c(F)c1 (configuration not stated)	-0.2%	20%	12%	8%	i	-0.9	70	·	-1.4%	·
Cc1ccc2c(cnn2C(=O)CCC(=O)N2CCCCC2)c1	-0.1%	-38%	-31%	-13%[20 µM]	·	7.4	50	·	2.4%	·
CC1CN(C2CCN(S(=O)(=O)c3ccccc3)CC2)CC(C)O1 (configuration not stated)	-0.2%	-10%	-21%	13%	i	1.6	77	1	0.6%	-1.2%
CC(C)(C)C1CCc2onc(C(=O)NCc3ccc(F)cc3)c2C1 (configuration not stated)	-0.1%	6%	-5%	41%	·	2.0	55	1	1.7%	-0.3%
O=C(O)CNc1nc(-c2ccccc2)c2cc([N+](=O)[O-])ccc2n1	-0.2%	-10%	-22%	4%	i	-0.4	38	0.9	-2.5%	-1.5%
COc1cc2c(cc1N/C=C(\C#N)c1nc(-c3ccccc3)cs1)oc1ccccc12	0.1%	-18%	-59%	25%	i	6.8	61	1.1	-4.5%	-0.7%
CCCCCCNC(=O)c1ccc(Br)o1	0.2%	-2%	-20%	18%	i	-0.8	49	1.1	1.1%	-3.6%
O=C(CCSc1ccccc1)NCCSc1ccccn1	-0.3%	-22%	-44%	-30%	i	-2.1	85	1	-3.2%	-0.2%
CCN(CC)S(=O)(=O)c1ccc(OC(C)C)c(N)c1	-0.3%	-4%	-39%	-10%	i	0.2	44	1.1	2.8%	0.0%
OCCN1CCN(CC(O)COc2ccc(-c3ccccc3)cc2)CC1 (configuration not stated)	-0.1%	-10%	-55%	9%	i	-1.9	54	1.1	2.6%	-4.1%
O=C(c1ccc(CS(=O)c2ccccc2Cl)o1)N1CCN(c2ccccc2)CC1 (configuration not stated)	-0.1%	-10%	4%	-60%	·	1.9	51	·	-4.3%	·
NS(=O)(=O)c1ccc(NN=C2CCN(Cc3ccccc3)CC2)c([N+](=O)[O-])c1	-0.1%	-30%	23%	-32%	i	6.3	58	0.8	1.7%	-1.4%
Cc1cccc(NC(=O)c2cc(NC(=O)C3CC=CCC3C(=O)O)ccc2N2CCOCC2)c1 (configuration not stated)	-0.1%	-9%	-18%	-14%	i	-0.8	62	1.1	2.4%	-3.2%
Cc1ccc(NC(=O)CSc2n[nH]c(=O)n2C2CC2)cc1S(=O)(=O)N1CCOCC1	0.6%	22%	4%	26%	i	-0.5	42	1.1	6.4%	-2.6%

Part of the list above in order of count of non-hydrogen atoms, smallest number first.
SMILES	GPR55 beta-arrestin	NOD2 inhibition	NOD1 inhibition	KOR beta-arrestin-1	Yfh1-off respiration	NTR1 ag	NTR1 ag cell count 20 µM	TNAP activators	KOR beta-arrestin-2	ER stress rescue
O=C(CCSc1ccccc1)NCCSc1ccccn1	-0.3%	-22%	-44%	-30%	i	-2.1	85	1	-3.2%	-0.2%
OCCN1CCN(CC(O)COc2ccc(-c3ccccc3)cc2)CC1 (configuration not stated)	-0.1%	-10%	-55%	9%	i	-1.9	54	1.1	2.6%	-4.1%
Cc1ccc(NC(=O)CSc2n[nH]c(=O)n2C2CC2)cc1S(=O)(=O)N1CCOCC1	0.6%	22%	4%	26%	i	-0.5	42	1.1	6.4%	-2.6%

Continued.
SMILES	GPR55 beta-arrestin	NOD2 inhibition	NOD1 inhibition	KOR beta-arrestin-1	Yfh1-off respiration	NTR1 ag	NTR1 ag cell count 20 µM	TNAP activators	KOR beta-arrestin-2	ER stress rescue
O=C(Nc1nnc(C2CC2)s1)C1COc2ccccc2O1 (configuration not stated)	-0.3%	-34%	-7%	9%	i	0.4	62	1.1	-9.0%	-1.1%
OCCN(Cc1ccccc1)CC(O)COc1ccc2c(c1)OCO2 (configuration not stated)	0.0%	-13%	4%	-10%	·	0.0	92	·	-0.4%	·
CC(C)(C)Cc1nnc(NC(=O)CN2C(=O)c3ccccc3C2=O)s1	-0.1%	8%	-7%	-10%[20 µM]	i	1.2	42	1.1	·	0.5%
O=C(c1ccco1)N1CCN(S(=O)(=O)c2ccc3c(c2)OCCO3)CC1	0.2%	7%	5%	3%	i	0.5	39	1.1	-3.0%	-3.0%
CN(C)CCCN(C(=O)c1ccc2ccccc2c1)c1nc2cc3c(cc2s1)OCO3	0.3%	2%	-24%	8%	·	15	45	·	3.7%	·
CCOC(=O)c1cc(=O)[nH]c2ccccc12	-0.1%	-2%	-27%	13%[20 µM]	i	-1.4	54	1.1	·	1.7%
Cc1cc(-n2c(C)cc(C(=O)CSc3ccc4c(c3)OCCO4)c2C)no1	-0.1%	14%	-11%	7%	i	-1.9	82	1.1	1.0%	-2.8%
Cc1cnc(C(=O)OCC(=O)NC(C)CCc2ccccc2)cn1 (configuration not stated)	-0.3%	-6%	-38%	-22%	i	4.8	77	1.1	1.5%	-0.9%
CC(=O)Oc1ccc(-n2c(=O)c3ccccc3c3ccccc3c2=O)cc1	0.9%	-2%	-30%	24%[20 µM]	i	1.4	90	1.1	-7.4%	2.6%
CCOc1ccc(CNC(=O)c2ccc(Sc3ccc(Cl)cc3)c(NC(C)=O)c2)cc1OC	-0.2%	17%	11%	6%	i	2.6	66	1	-1.7%	-0.4%
COCCc1nc2ccc(C(=O)N3CCCCC3COC)cc2o1 (configuration not stated)	0.3%	4%	-15%	-16%	·	-0.5	53	·	-2.8%	·

Source: PubChem (several laboratories)
